G9a inh = inhibitors of human histone lysine methyltransferase G9a. Q96KQ7. G9a H3K9 monomethylation, AlphaScreen, 2 h. Potency, µM (top dose mostly 102 µM), inactives show top-dose activity, negative = inhibition, actives largely listed as inhibitors. 8.8% of 350,000 active. AID 504332; active = well fitted inhibition curve with a large enough effect; inconclusive = small, poorly fitted or top-dose-only effect; inactive = no such curve, though single readings can be large or run the other way; also: nearly all actives have a fitted effect of over 75% in size
Target sequence (Q96KQ7 913-1193 limits assumed): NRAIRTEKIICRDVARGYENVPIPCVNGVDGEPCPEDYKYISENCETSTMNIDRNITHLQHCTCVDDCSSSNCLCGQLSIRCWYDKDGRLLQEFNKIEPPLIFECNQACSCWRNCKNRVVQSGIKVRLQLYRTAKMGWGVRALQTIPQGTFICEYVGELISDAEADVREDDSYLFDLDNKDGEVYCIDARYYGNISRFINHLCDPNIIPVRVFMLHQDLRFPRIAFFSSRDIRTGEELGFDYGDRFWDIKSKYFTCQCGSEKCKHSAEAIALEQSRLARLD
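Step 1: enzyme (final 20 nM) with compound, 15 min RT. Step 2: substrate peptide 500 nM and SAM 20 uM, 2 h RT. Step 3: anti-H3K9me1 antibody and AlphaScreen beads, 10 min, then plate read.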
Starred values were filed as active, the others as inactive; u = inconclusive; & = joins results of further samples; [ ] = dose if it differs, or a comment. % is scaled to controls: 0 for no effect and ±100 for the full control effect; potency is read from the fitted curve at half-maximal effect. These rows are one share of the data (hit frequency here may not be typical).

G9a inh,structure
1.5%[0.501 µM],N#CCCn1c(=O)c(CCc2ccccc2)nc2cnc(Nc3ccccc3)nc21
-10.4%[0.501 µM],CCNc1ncc2nc(-c3cn(C)c4ccccc34)c(=O)n(C)c2n1
3.5%[12.7 µM],O=S(=O)(c1ccccc1)N1CCC2(CC1)CN(Cc1ccccc1)C2
-1.1%[0.501 µM],COc1ccccc1-c1nc(NCCN2CCOCC2)c2ccccc2n1
-16.0%[12.7 µM],CC(=O)N1CCC[C@@]2(CCN(Cc3ccc(C#N)cc3)C2)C1
-0.7%[0.501 µM],FC(F)(F)c1ccccc1-c1cc(NCc2ccccc2)ncn1
9.1%[59 µM],CS(=O)c1ccc(-c2nc(-c3ccc(F)cc3)c(-c3ccncc3)[nH]2)cc1 (centres undefined)
34.8%[59 µM],CCCCCCCCCCCCCCCCCCOC[C@H](COP(=O)([O-])OCC[N+](C)(C)C)OC(C)=O
-2.7%[2.33 µM],C[C@]12CCC(=O)C=C1CCC1C2C(O)C[C@]2(C)C1CC[C@]2(O)C(=O)COC(=O)CCC(=O)O (some centres undefined)
15.2%[59 µM],OCC(O)COc1cccc2ccccc12 (centres undefined)
23.9%[59 µM],C=C1Cc2c(Cl)cc3[nH]c4c5c3c2[C@@]2(O)[C@@H]1C[C@@H]2C(C)(C)O[C@H]5[C@@H]1CC[C@@]2(O)[C@@]35O[C@@H]3[C@@H](O)[C@@H](C(=O)O)O[C@H]5CC[C@]2(C)[C@@]41C
-9.4%[12.7 µM],CN1CCN(c2ncc3nc(CCc4ccccc4)c(=O)n(Cc4ccc(F)cc4)c3n2)CC1
30.3%&30.2%[59 µM],COC(=O)[C@@H](N)CSC/C=C(\C)CC/C=C(\C)CCC=C(C)C
1.0%[0.501 µM],COc1ccc(Oc2ncc3nc(-c4cccs4)c(=O)n(CCC#N)c3n2)cc1
40.3%[12.7 µM],O=C(c1cccc(F)c1)N1CCC2(CC1)CN(c1ccccn1)C2
9.0%[21.5 µM],COc1ccc2nccc(C(=O)O)c2c1
1.9%[12.7 µM],COc1cccc(Cn2c(=O)c(C)nc3cnc(N4CCNCC4)nc32)c1
u,CC(=O)c1cc2c(cc1O)OC(C)(C)C=C2
-1.2%[12.7 µM],O=C(c1cnccn1)N1CCC2(CCN(Cc3cc(C(F)(F)F)cc(C(F)(F)F)c3)CC2)CC1
u,CC[C@@H]1/C=C(\C)C[C@H](C)C[C@H](OC)[C@H]2O[C@@](O)(C(=O)C(=O)N3CCCC[C@H]3C(=O)O[C@H](/C(C)=C/[C@@H]3CC[C@@H](O)[C@H](OC)C3)[C@H](C)[C@@H](O)CC1=O)[C@H](C)C[C@@H]2OC
-24.5%[0.501 µM],c1cncc(CNc2cc(-c3ccoc3)ncn2)c1
3.3%[0.501 µM],Cc1nc2cnc(N3CCOCC3)nc2n(C[C@H]2CCCO2)c1=O
1.7%[12.7 µM],O=c1cnc2cnc(N3CCOCC3)nc2n1Cc1ccc(F)cc1
0.7%[0.501 µM],COc1ccccc1CNc1ncncc1-c1cccc(NS(C)(=O)=O)c1
-6.3%[12.7 µM],N#Cc1ccc(CN2CCC3(CC2)CCN(C(=O)c2cnccn2)CC3)cc1
0.9%[59 µM],COc1cc2c(Nc3ccc(NC(=O)c4ccccc4)cc3)ncnc2cc1OCCCN1CCOCC1
8.6%[59 µM],CC1=C(C(=O)OC(C)C)[C@@H](c2cccc3nonc23)C([N+](=O)[O-])=C(C)N1
23.7%[0.501 µM],COc1ccc2[nH]cc(CCNc3ncnc4ccc(-c5ccccc5OC)cc34)c2c1
-8.9%[2.33 µM],C#C[C@@]1(O)CCC2C3CCc4cc(O)ccc4C3CC[C@@]21C (some centres undefined)
u,CS(=O)(=O)N1CCC2(CC1)CN(Cc1ccccc1)C2
18.4%[59 µM],C[C@@](N)(C(=O)O)[C@@H]1C[C@@H]1C(=O)O
2.6%[0.501 µM],COc1ccc(-n2c(=O)c(-c3ccccc3)nc3cnc(N4CCOCC4)nc32)cc1
6.5%[12.7 µM],CS(=O)(=O)N1CCC2(CC1)CN(C(=O)Nc1ccccc1)C2
-6.7%[0.501 µM],COc1ccc(CNc2ncncc2-c2c(C)noc2C)c(OC)c1
-6.9%[12.7 µM],COc1ccc(NC(=O)N2CC3(CCN(C(=O)c4csnn4)CC3)C2)cc1
26.1%[59 µM],CCCCCCCCCCCCCCCCOCC(COP(=O)([O-])OCC[N+](C)(C)C)OC (centres undefined)
-23.1%[2.33 µM],COC(=O)CC1C(C)(C)C2(O)OC34CC2C(=O)[C@@]1(C)C3CC[C@]1(C)C4=CC(=O)OC1c1ccoc1 (some centres undefined)
-8.3%[12.7 µM],O=c1c(-c2ccccc2)nc2cnc(Oc3ccccc3)nc2n1C1CC1
4.0%[12.7 µM],COc1ccc(-n2c(=O)cnc3cnc(Oc4ccccc4)nc32)cc1
10.9%[12.7 µM],COCC(=O)N1CCC2(CC1)CN(Cc1cc(C(F)(F)F)cc(C(F)(F)F)c1)C2
u,NCCCCNS(=O)(=O)c1cccc2c(Cl)cccc12
3.0%[12.7 µM],O=C(Nc1ccccc1)N1CCC2(CC1)CCN(C(=O)c1cnccn1)CC2
u,COc1ccc(OC)c(-c2ccc(C(=O)O)o2)c1
29.9%[0.501 µM],CN1CCN(c2ncc3nc(-c4ccccc4)c(=O)n(CCc4ccccc4)c3n2)CC1
6.9%[12.7 µM],CN(C)c1ncc2nc(-c3cccs3)c(=O)n(C3CC3)c2n1
-2.2%[2.33 µM],CC(C)c1c(O)ccc2c1CCC1[C@@](C)(CO)CCC[C@@]21C (some centres undefined)
2.8%[0.501 µM],COc1ccc(CNc2cc(-c3ccoc3)ncn2)c(OC)c1
-6.0%[12.7 µM],O=C(c1csnn1)N1CCC[C@@]2(CCN(Cc3nccs3)C2)C1

A draw from above in order of length of the SMILES, largest number first:
G9a inh,structure
u,CC[C@@H]1/C=C(\C)C[C@H](C)C[C@H](OC)[C@H]2O[C@@](O)(C(=O)C(=O)N3CCCC[C@H]3C(=O)O[C@H](/C(C)=C/[C@@H]3CC[C@@H](O)[C@H](OC)C3)[C@H](C)[C@@H](O)CC1=O)[C@H](C)C[C@@H]2OC
0.9%[59 µM],COc1cc2c(Nc3ccc(NC(=O)c4ccccc4)cc3)ncnc2cc1OCCCN1CCOCC1
10.9%[12.7 µM],COCC(=O)N1CCC2(CC1)CN(Cc1cc(C(F)(F)F)cc(C(F)(F)F)c1)C2
2.6%[0.501 µM],COc1ccc(-n2c(=O)c(-c3ccccc3)nc3cnc(N4CCOCC4)nc32)cc1
23.7%[0.501 µM],COc1ccc2[nH]cc(CCNc3ncnc4ccc(-c5ccccc5OC)cc34)c2c1
1.5%[0.501 µM],N#CCCn1c(=O)c(CCc2ccccc2)nc2cnc(Nc3ccccc3)nc21
1.9%[12.7 µM],COc1cccc(Cn2c(=O)c(C)nc3cnc(N4CCNCC4)nc32)c1
3.5%[12.7 µM],O=S(=O)(c1ccccc1)N1CCC2(CC1)CN(Cc1ccccc1)C2
-16.0%[12.7 µM],CC(=O)N1CCC[C@@]2(CCN(Cc3ccc(C#N)cc3)C2)C1
6.5%[12.7 µM],CS(=O)(=O)N1CCC2(CC1)CN(C(=O)Nc1ccccc1)C2
-1.1%[0.501 µM],COc1ccccc1-c1nc(NCCN2CCOCC2)c2ccccc2n1
u,CC(=O)c1cc2c(cc1O)OC(C)(C)C=C2

Additional results
G9a inh,structure
-5.9%[12.7 µM],CS(=O)(=O)N1CCC2(CCN(C(=O)Nc3cccc(F)c3)CC2)CC1
14.6%[0.501 µM],CCNc1ncc2ncc(=O)n(Cc3ccc(F)cc3)c2n1
-3.5%&-67.0%[2.33 µM],CC(=O)OC1CC[C@]2(C)C(CC(OC(C)=O)[C@@]3(C)C4=CC(=O)OC(c5ccoc5)[C@]4(C)CCC23)C1(C)C (some centres undefined)
17.8%[59 µM],C[N+](C)(CCCCCC[N+](C)(C)CCCN1C(=O)c2ccccc2C1=O)CCCN1C(=O)c2ccccc2C1=O
17.1%[59 µM],CO[C@H]1C[C@@H]2CC[C@@H](C)[C@@](O)(O2)C(=O)C(=O)N2CCCC[C@H]2C(=O)O[C@H](C(C)C[C@H]2CC[C@@H](O)[C@H](OC)C2)CC(=O)[C@H](C)/C=C(\C)[C@@H](O)[C@@H](OC)C(=O)[C@H](C)C[C@H](C)/C=C/C=C/C=C/1C (some centres undefined)
5.4%[12.7 µM],O=S(=O)(c1ccccc1)N1CCC2(CCCN(c3ccccn3)C2)CC1
-10.5%[12.7 µM],N#CCCn1c(=O)c(-c2ccccc2)nc2cnc(N3CCNCC3)nc21
0.6%[12.7 µM],COC(=O)N1CCC2(CC1)CN(c1ccc(-c3ccccc3)cc1)C2
-28.2%[2.33 µM],CCOC(=O)C1=C[C@@]2(CC)CCCN3CCc4c(n1c1ccccc41)C32 (some centres undefined)
-40.2%[2.33 µM],CC1O[C@@H](O[C@@H]2C(O)C[C@H](O[C@@H]3C(O)C[C@@H](OC4CC[C@@]5(C)C6CC(O)[C@@]7(C)C(C8=CC(=O)OC8)CC[C@@]7(O)C6CC[C@@H]5C4)OC3C)OC2C)CC(O)[C@H]1O (some centres undefined)
-3.0%[12.7 µM],COc1ccc(NC(=O)N2CC[C@@]3(CCCN(C(=O)c4ccc(OC)cc4)C3)C2)cc1
-4.1%[2.33 µM],Cc1cc(O)c(C)c(O)c1C(=O)O
31.6%[12.7 µM],O=C(Oc1ccccc1)N1CCC2(CCCN(c3ncccn3)C2)CC1
22.4µM*,CC1=C(/C=C/C(=C/C=C/C(C)=C/C(=O)O)c2ccc(C)cc2)C(C)(C)CCC1
10.5%[0.501 µM],CN(C)C(=O)c1ccc(-c2cc(NCc3cccnc3)ncn2)cc1
0.8%[12.7 µM],O=C(c1ccco1)N1CCC2(CCN(Cc3nccs3)CC2)CC1
-35.9%[2.33 µM],CC1(C)C2CC[C@@]1(C)C(=O)C2
7.1%[0.501 µM],FC(F)(F)c1ccccc1-c1nc(N2CCOCC2)c2ccccc2n1
7.5%[0.501 µM],Cc1cccc(CNc2cc(-c3ccccc3Cl)ncn2)c1
-1.3%[12.7 µM],CN1CCN(c2ncc3nc(-c4ccccc4)c(=O)n(CCC#N)c3n2)CC1
4.5%[0.501 µM],COc1ccc(-c2nc3cnc(OC)nc3n(C[C@H]3CCCO3)c2=O)cc1
-6.1%[12.7 µM],O=C(c1cnccn1)N1CCC2(CC1)CCN(c1ccncc1)CC2
-7.6%[12.7 µM],O=C(c1cc(C(F)(F)F)cc(C(F)(F)F)c1)N1CCC[C@@]2(CCN(c3ccccc3)C2)C1
1.5%[0.501 µM],COc1cccc(-c2nc(NCCN3CCOCC3)c3ccccc3n2)c1
7.5%[12.7 µM],COCCn1c(=O)c(-c2ccccc2)nc2cnc(Nc3ccccc3)nc21
-8.1%[12.7 µM],N#Cc1ccc(CN2CCC3(CC2)CCN(C(=O)c2csnn2)CC3)cc1
-8.5%[0.501 µM],N#Cc1cccc(-c2ccc3ncnc(NCc4cccs4)c3c2)c1
-10.6%[2.33 µM],C[C@]12C=CC(=O)C=C1CCC1C2C(=O)C[C@]2(C)C1CC[C@]2(O)C(=O)CO (some centres undefined)
-3.0%[0.501 µM],COc1cccc(Cn2c(=O)c(CCc3ccccc3)nc3cncnc32)c1
40.9%[59 µM],CCCNC(=O)[C@H]1O[C@@H]1C(=O)N[C@H](C(=O)N1CCC[C@H]1C(=O)OC)[C@@H](C)CC
-6.1%[0.501 µM],COc1ccccc1-c1nccc(NCc2cccnc2)n1
19.0%[59 µM],CC(=O)NCCc1c(Cc2ccccc2)[nH]c2ccccc12
u,C=C1c2c(Cl)ccc(O)c2C(O)=C2C(=O)[C@]3(O)C(O)=C(C(N)=O)C(=O)C(N(C)C)C3C(O)C12 (some centres undefined)
u,CC(C)COC[C@H](CN(Cc1ccccc1)c1ccccc1)N1CCCC1
29.4%[59 µM],NC1=NC2C(N=C(Br)N2[C@@H]2O[C@H]3COP(=O)(O)O[C@@H]3[C@@H]2O)C(=O)N1 (some centres undefined)
9.0%[0.501 µM],CN(C)c1ncc2nc(-c3cc(F)cc(F)c3)c(=O)n(-c3ccccc3)c2n1
-41.3%[0.501 µM],COc1ccccc1CNc1ncnc2ccc(-c3ccccc3C#N)cc12
-4.8%[0.501 µM],COc1cccc(Cn2c(=O)c(CCc3ccccc3)nc3cnc(N4CCN(C)CC4)nc32)c1
-41.4%[0.501 µM],Cc1ccccc1-c1nc(N2CCNCC2)c2ccccc2n1
2.6%[12.7 µM],CC(C)NC(=O)N1CCCC2(CCN(S(=O)(=O)c3ccccc3)CC2)C1
4.7%[12.7 µM],O=C(c1cccc(F)c1)N1CCC2(CCN(Cc3ccccc3)CC2)CC1
28.2µM*,COc1cc(OC)c2ccc(=O)oc2c1C(CCN1CCOCC1)c1ccc(N(C)C)cc1 (centres undefined)
36.5%[59 µM],N[C@H](C(=O)O)c1ccc(C(=O)O)c(O)c1
u,O=C(O)COc1ccc(OCCNC[C@H](O)COc2ccccc2)cc1
9.3%[59 µM],Cc1c(-c2ccc(Cl)cc2)noc1C1CCN(CCc2ccccc2)CC1
-3.0%[12.7 µM],COc1ccc(NC(=O)N2CC[C@@]3(CCCN(C(=O)c4c(C)noc4C)C3)C2)cc1
6.8%[0.501 µM],COc1ccc(-c2nc3cnc(N4CCOCC4)nc3n(C[C@H]3CCCO3)c2=O)cc1
5.1%[12.7 µM],COc1ccc(C(=O)N2CCC[C@@]3(CCN(C(=O)Nc4ccccc4)C3)C2)cc1
-32.8%[2.33 µM],CC1C(=O)CCC2[C@]1(C)CCC1[C@]2(C)CC[C@@]2(C)C3CC(C)(C)CC[C@]3(C)CC[C@@]12C (some centres undefined)
-25.0%[2.33 µM],COc1cc(OC)c(C(C)=O)c(O)c1C
1.8%[12.7 µM],CC(=O)N1CCC2(CCN(Cc3ccccc3)CC2)CC1

High-throughput results as filed in PubChem BioAssay.
